Screens as filed in PubChem BioAssay.
NCI-60 one-dose screen, 48 h, at 10 µM unless noted. Numbers give growth in % (100 = growth as untreated, 0 = no growth, -100 = all killed).
RPMI-8226: RPMI-8226 leukemia cells. AID 1794781. actives 7.5% (n = 77,000)
CCRF-CEM: CCRF-CEM leukemia. actives 7% (n = 77,000). AID 1794778
HOP-62: HOP-62 NSCLC. actives 3.9% (n = 80,000)
MOLT-4: MOLT-4 leukemia cells | AID 1794779 | actives 6.9% (n = 80,000)
EKVX: EKVX NSCLC. actives 3% (n = 71,000)
SR: SR leukemia cells; actives 8.7% (n = 73,000)
K-562: K-562 leukemia; actives 7.4% (n = 78,000)
HOP-92: HOP-92 NSCLC cells; actives 6.3% (n = 71,000)
Active calls of the source: *; . = no result given. The calls were made as follows: active = growth percent below 10; inactive = the rest.

item | molecule | HOP-92 | EKVX | K-562 | CCRF-CEM
1 | Cc1cncc(O)c1 | . | 97 | 105 | 96
2 | O=c1cn[nH]c(=O)[nH]1 | 87 | 88 | 95 | 93
3 | CC(=O)N1N=C(c2ccc3c(c2)OCO3)CC1c1cccc(Nc2ccnc3cc(C(F)(F)F)ccc23)c1 (stereo unspecified) | 61 | 95 | 65 | 83
4 | COc1ccc(S)c(C(=O)O)c1 | 104 | 96 | 106 | 108
5 | COC(CC(C)(O)C#CCC(C)(O)/C=C/C1=C(C)CCCC1(C)C)OC (stereo unspecified) | 79 | 94 | 85 | 91
6 | COc1cc(CNc2cc(C(C)(C)C)nn2-c2ccccc2)cc(OC)c1OC | 82 | 97 | 97 | 92
7 | CCn1c(Sc2nnc(Nc3ccccc3)s2)nc2c1c(=O)n(C)c(=O)n2C | 61 | 87 | 114 | 117
8 | COC(=O)c1nc(-c2ccc(C)cc2)oc1N1CCOCC1 | 102 | 93 | 96 | 85
9 | CCOC(=O)c1cn2ncnc(Oc3ccc(NC(=O)Nc4ccc(Cl)c(C(F)(F)F)c4)cc3)c2c1C | 73 | 101 | 42 | 69
10 | OC1CCN(C2=Nn3c(nnc3-c3cc(C(F)(F)F)cc(C(F)(F)F)c3)SC2)CC1 | 75 | 87 | 105 | 86

item | HOP-62 | SR | RPMI-8226 | MOLT-4
1 | 90 | 93 | 99 | 107
2 | 104 | 122 | 83 | 125
3 | 82 | 46 | 64 | 54
4 | 104 | . | 114 | 104
5 | 74 | 84 | 84 | 86
6 | 90 | 73 | 89 | 101
7 | 94 | 103 | 122 | 110
8 | 98 | 80 | 88 | 81
9 | 94 | 38 | . | 81
10 | 102 | . | 91 | 91

The list goes on.
item | molecule | HOP-92 | EKVX | K-562 | CCRF-CEM
11 | CCOC(=O)c1ccccc1C(=C1C=C(Br)C(=O)C(Br)=C1)c1cc(Br)c(O)c(Br)c1 | 99 | 108 | 126 | 92
12 | O=C(CCBr)NCc1ccccc1 | . | . | 105 | .
13 | Cc1ccc(-c2ccccc2N)c2[nH]c3ccccc3c12 | 94 | 75 | 70 | 89
14 | O=C(/C=C/c1ccccc1)c1cccc(OCCCOc2cccc(C(=O)/C=C/c3ccccc3)c2)c1 | 101 | 103 | 46 | 77
15 | CCOC(=O)CNc1nc(N)nc(N(C)Cc2ccccc2)c1C=O | 88 | 107 | 99 | 98
16 | O=C(/C=C/c1ccccc1)c1ccc(Br)cc1 | 83 | 89 | 100 | 90
17 | O=C(Nc1cccc(NC(=O)C2CCCCC2)c1)c1ccccn1 | 112 | 92 | 85 | 106
18 | CCCCCCCSc1ccc(C(=O)CCN2CCCCC2)cc1 | 81 | 95 | 87 | 75
19 | COc1ccc(Cl)cc1NC(=O)c1cc(C)oc1C | 100 | 81 | 94 | 101
20 | CC(C)Oc1ccc2c(=O)cc(-c3ccccc3)oc2c1 | 51 | 81 | 101 | 84

item | HOP-62 | SR | RPMI-8226 | MOLT-4
11 | 113 | 116 | 92 | 105
12 | 102 | 85 | 97 | 101
13 | 84 | 81 | 79 | 71
14 | 116 | 5.3* | -26* | 87
15 | 105 | 99 | 97 | 91
16 | 102 | 91 | 86 | 97
17 | 100 | 89 | 105 | 91
18 | 96 | 72 | . | 91
19 | 92 | 96 | 99 | 90
20 | 101 | . | . | .

(cont.)
item | molecule | HOP-92 | EKVX | K-562 | CCRF-CEM
21 | CCOc1cc(C)c(C#N)c(=O)n1Nc1nc2ccccc2[nH]c1=O | 100 | 95 | 104 | 104
22 | CN(C)C(=O)c1cc(-c2ccc3ncnc(N4CCc5cc(F)c(Cl)cc54)c3c2)cnc1N | -46* | -84* | -22* | -20*
23 | C#C[C@@]1(O)[C@@H](CO)O[C@@H](n2c(C(F)(F)F)cc3c(N)ncnc32)[C@@H]1O | 106 | 93 | 100 | 113
24 | COC(=O)C(C)(C)C1Oc2ccc(C)cc2C(=O)/C1=C\O (stereo unspecified) | 107 | 102 | 107 | 104
25 | O=c1c2cc(-c3ccccc3)sc2nc2sc(-c3ccccc3)nn12 | 84 | 97 | 94 | 104
26 | O=C1C2CC(O)Cc3ccccc3N2C(=O)CN1CCO (stereo unspecified) | 110 | 97 | 104 | 101
27 | COC(=O)C1([N+](=O)[O-])CC(c2ccccc2)ON(c2ccccc2)C1/C=C/c1ccccc1 (stereo unspecified) | 45 | . | 64 | .
28 | O=C=Nc1ccc(Cc2ccc(N=C=O)cc2)cc1 | 90 | 104 | 103 | 103
29 | C[C@H]1[C@H](C)CC[C@]2(C(=O)N3CCN(C)CC3)CC[C@]3(C)C(=CC[C@@H]4[C@@]5(C)C/C(=C/c6cccc([N+](=O)[O-])c6)C(=O)C(C)(C)[C@@H]5CC[C@]43C)[C@H]12 | 64 | 56 | 24 | 47
30 | O=C1Nc2ccccc2/C1=N/N=C/c1sc2ccccc2c1Br | 84 | 79 | 99 | 97

item | HOP-62 | SR | RPMI-8226 | MOLT-4
21 | 108 | 91 | . | 102
22 | -33* | -57* | -35* | -38*
23 | 100 | 112 | 108 | 106
24 | 99 | 104 | 108 | 107
25 | 102 | 99 | 92 | 102
26 | 96 | 91 | 107 | 95
27 | 97 | 78 | 65 | 66
28 | 96 | 112 | 98 | 100
29 | 80 | 36 | 33 | 33
30 | 89 | 95 | 95 | 97

(next part)
item | molecule | HOP-92 | EKVX | K-562 | CCRF-CEM
31 | O=C1OC(=O)c2c1cccc2[N+](=O)[O-] | 106 | 108 | 101 | 110
32 | NC1(C(=O)O)CCCC1 | 72 | 105 | 98 | 101
33 | c1ccc(Nc2nc(Nc3ccccc3)nc(Nc3ccccc3)n2)cc1 | 61 | 78 | 93 | .
34 | c1ccc2c(c1)ccc1c(-c3ccncc3)n[nH]c12 | 72 | . | 77 | 81
35 | Cc1ccc(Nc2nnc(-c3csc(N)n3)s2)cc1 | . | . | 109 | 99
36 | CCOC(=O)c1cnn(CC(O)c2ccc(F)cc2)c1NC(=O)Nc1cccc(F)c1 (stereo unspecified) | 88 | 96 | 93 | 72
37 | Fc1ccccc1CNc1ccc(N2CCOCC2)cc1 | 107 | 104 | 87 | 112
38 | O=[N+]([O-])c1cc[n+]([O-])cc1/C=C/c1ccccc1 | . | 95 | 93 | 151
39 | CC(=O)c1ccc(NC(=O)c2cn(-c3ccccc3)nc2-c2ccncc2)cc1 | 91 | . | 77 | .
40 | O=C(CCN1CCCCC1)c1ccc2ccccc2c1 | 93 | 112 | 111 | 92

item | HOP-62 | SR | RPMI-8226 | MOLT-4
31 | 95 | 88 | 109 | 101
32 | 124 | 99 | 112 | 101
33 | 91 | 70 | 75 | 66
34 | 94 | 75 | 60 | 66
35 | 91 | 113 | 105 | 107
36 | 89 | 99 | 75 | 85
37 | 113 | 78 | 104 | 91
38 | 105 | 107 | 123 | 107
39 | 106 | 80 | 64 | .
40 | 108 | 103 | 78 | 108

(listing goes on)
item | molecule | HOP-92 | EKVX | K-562 | CCRF-CEM
41 | COc1ccc(/C=C/C(=O)c2ccc(NC(=O)CSc3nnc(-c4cc(OC)c(OC)c(OC)c4)n3-c3ccccc3)cc2)cc1 | 113 | 91 | 74 | 87
42 | N#CCC(C#N)N1CCOCC1 (stereo unspecified) | 101 | 101 | 101 | .
43 | CN(C)c1ncnc2c1cnn2C | 89 | 102 | 97 | 87
44 | O=C(CCCl)OCc1ccccc1 | 96 | 110 | 92 | 96
45 | Cc1ccccc1NCS(=O)(=O)O | 101 | 91 | 109 | 104
46 | c1ccc(-c2nc(Nc3nccnn3)c3ccccc3n2)cc1 | 105 | 88 | 91 | 93
47 | O=C(O)c1ccccc1/C=N\Nc1ccccn1 | 93 | . | 107 | 94
48 | CCSc1nnc(-c2cnn3c2NC(c2ccccc2)C3)n1-c1ccc(F)cc1 (stereo unspecified) | 94 | 96 | 85 | 99
49 | COc1cc(-c2csc(NC(=O)Nc3ccc(C)cc3)n2)cc(OC)c1OC | 68 | 44 | 23 | 44
50 | Cc1[nH][nH]c(=O)c1C(CC(=O)O)c1cc(=O)oc2ccc(Cl)cc12 (stereo unspecified) | 100 | 96 | . | 100

item | HOP-62 | SR | RPMI-8226 | MOLT-4
41 | 104 | 59 | 65 | 59
42 | 109 | . | 113 | 95
43 | 96 | 109 | 89 | 117
44 | 103 | 96 | 104 | 105
45 | 98 | . | 99 | 80
46 | 100 | 92 | 98 | 100
47 | 115 | 107 | 100 | 105
48 | 105 | 81 | 101 | 85
49 | 71 | 31 | 38 | 35
50 | 93 | 91 | 103 | 98

(more compounds)
item | molecule | HOP-92 | EKVX | K-562 | CCRF-CEM
51 | CC(=O)Nc1cc(S(=O)(=O)O)cc2cc(S(=O)(=O)O)c(N=Nc3ccc(C(=O)Nc4ccc5cc(S(=O)(=O)O)ccc5c4)cc3)c(O)c12 | . | 102 | 104 | 77
52 | CC1=C2[C@@H](CC1)[C@]1(C)O[C@@](C3CC3)(C[C@H]1OC(=O)CO)[C@H]2OC(=O)/C=C/c1ccccc1 | 82 | 88 | 79 | 90
53 | CC1(C)CC[C@]2(C(N)=O)CC[C@]3(C)C(=CC[C@@H]4[C@@]5(C)Cc6c([nH]c7ccccc67)C(C)(C)[C@@H]5CC[C@]43C)[C@@H]2C1 | 84 | 73 | 65 | 69
54 | S=c1n(CN2CCCC2)nc(-c2ccccc2)n1Cc1ccccc1 | . | . | 90 | 88
55 | COC(Cc1ccccc1)OC | 93 | 83 | 97 | 97
56 | CCOC(=O)Nc1ccc(C)cc1NC(=O)OCC | 88 | 92 | 92 | 85
57 | Nc1c(C(=O)c2ccc(Br)cc2)sc(S)c1-c1nc2ccccc2s1 | 96 | 85 | 91 | 100
58 | Cc1nc2ccc(Cl)cn2c1C(=O)NCc1ccc(OCc2cn(Cc3ccc(Br)cc3)nn2)cc1 | 99 | 99 | 92 | 98
59 | N#CCCN(CCC#N)/N=N\c1nc[nH]c1C(N)=O | 92 | 94 | 113 | 109
60 | CN1C(=O)C2(Nc3cc(Cl)ccc3S2)c2cc(F)ccc21 (stereo unspecified) | 59 | 82 | 82 | 87

item | HOP-62 | SR | RPMI-8226 | MOLT-4
51 | 82 | 101 | 97 | 101
52 | 90 | 80 | 84 | 78
53 | 87 | 68 | 58 | 45
54 | 93 | 85 | 88 | 90
55 | 94 | . | 103 | 80
56 | 54 | 106 | 93 | 105
57 | 98 | . | 96 | 97
58 | 90 | . | 90 | 94
59 | 119 | 106 | 116 | 105
60 | 96 | 79 | 93 | 87

The list goes on.
item | molecule | HOP-92 | EKVX | K-562 | CCRF-CEM
61 | Cc1ccc(NS(=O)(=O)c2ccc(N)cc2)cc1NS(=O)(=O)c1ccc(N)cc1 | 110 | 101 | 93 | 109
62 | COc1ccc(-c2nn(-c3cccc(Cl)c3)cc2-c2cc(-c3cccs3)no2)cc1 | 70 | 42 | 25 | 43
63 | CC(C(=O)O)/C(=C\c1ccccc1)C(=O)O (stereo unspecified) | 93 | 115 | 101 | 102
64 | CCc1ccc(C)[n+]([O-])c1 | 107 | 106 | 104 | 112
65 | CSc1nc(N)nc(N)n1 | 87 | 110 | 106 | .
66 | Cc1ccc(Nc2nc(N)nc3c2CCc2occc2-3)cc1C | 63 | 81 | 71 | 88
67 | COc1ccc2c(ccc[n+]2[O-])c1 | 89 | 112 | 89 | 102
68 | NC(N)=N/N=C(/C[n+]1ccccc1)c1ccc(Cl)cc1 | 92 | 91 | 97 | 105

item | HOP-62 | SR | RPMI-8226 | MOLT-4
61 | 93 | 119 | 99 | 108
62 | . | 18 | . | 12
63 | 112 | 94 | 103 | 98
64 | 101 | 94 | 117 | 89
65 | 101 | 108 | 101 | 98
66 | 109 | 61 | 77 | 87
67 | 101 | 103 | 107 | 101
68 | 100 | . | 106 | 101

Among those listed so far, 7 contain an NH in an aromatic ring:
item | molecule | HOP-92 | EKVX | K-562 | CCRF-CEM
2 | O=c1cn[nH]c(=O)[nH]1 | 87 | 88 | 95 | 93
13 | Cc1ccc(-c2ccccc2N)c2[nH]c3ccccc3c12 | 94 | 75 | 70 | 89
21 | CCOc1cc(C)c(C#N)c(=O)n1Nc1nc2ccccc2[nH]c1=O | 100 | 95 | 104 | 104
34 | c1ccc2c(c1)ccc1c(-c3ccncc3)n[nH]c12 | 72 | . | 77 | 81
50 | Cc1[nH][nH]c(=O)c1C(CC(=O)O)c1cc(=O)oc2ccc(Cl)cc12 (stereo unspecified) | 100 | 96 | . | 100
53 | CC1(C)CC[C@]2(C(N)=O)CC[C@]3(C)C(=CC[C@@H]4[C@@]5(C)Cc6c([nH]c7ccccc67)C(C)(C)[C@@H]5CC[C@]43C)[C@@H]2C1 | 84 | 73 | 65 | 69
59 | N#CCCN(CCC#N)/N=N\c1nc[nH]c1C(N)=O | 92 | 94 | 113 | 109

item | HOP-62 | SR | RPMI-8226 | MOLT-4
2 | 104 | 122 | 83 | 125
13 | 84 | 81 | 79 | 71
21 | 108 | 91 | . | 102
34 | 94 | 75 | 60 | 66
50 | 93 | 91 | 103 | 98
53 | 87 | 68 | 58 | 45
59 | 119 | 106 | 116 | 105
